High-throughput results deposited in PubChem by several laboratories.
CSM14.1 death rescue: rescue of cells from ER stress-induced death, primary screen, 384-well, CSM14.1, thapsigargin, ATP luminescence (AID 1222). CSM14.1 thapsigargin-induced death rescue, ATP luminescence; higher % means a stronger effect. cellular ATP content (survival), % at 20 µM; hits with a dose series show EC50 in µM. 190,000 tested, under 10 active;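 active means EC50 below 50 µM in the dose-response confirmation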;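 further: death triggered by thapsigargin at about 15 µM added after 2 h compound pretreatment; cell ATP read after overnight thapsigargin exposure of roughly 18 to 22 hours; normalized against plate controls of thapsigargin alone and 5% DMSO vehicle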
Dynein cargo inh: dynein cargo transport inhibition. 3617.4 mouse cells, GR-EGFP nuclear translocation imaging; test concentration mostly 20 µM; stimulated with dexamethasone, 1 µM; active compounds read low. z-score, hits read low. hit rate 0.47% among 220,000;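 active means plate z-score of nuclear minus cytoplasmic receptor signal below a set negative limit, without overly bright fluorescence or cell loss, cut at about -3.5 in these data, passing the limit was not always enough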;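 further: z-score of nuclear minus cytoplasmic ring GR-EGFP intensity difference per well; some compounds called inactive have numbers as strong as hits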
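Buffer or medium: tet-free medium with charcoal-stripped serum / Also added: dexamethasone agonist, 1.0 µM final, for 30 min / Timing: induction 48 h, compound 1 h, agonist 30 min / Measured by: high-content fluorescence imaging after fixation / Read-out: nuclear-to-cytoplasmic GR-EGFP distribution per well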
b-catenin transl: alters nuclear translocation of beta-catenin in HeLa cells; nuclear translocation activity, % at 5 µM; AID 1665; immunofluorescence imaging; hit rate 0.3% among 190,000;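 active means nuclear translocation activity above 50% at 5 µM, with a well cell count of 50 or more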;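 further: per-cell ratio of nuclear to cytoplasmic median beta-catenin stain intensity; plate controls were DMSO negative control for no effect and GSK-3 inhibitor IX positive control for full effect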
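System: Human HeLa cells, endogenous beta-catenin | Compound dosing: 5 µM primary, 0.02–20 µM confirmation | Timing: 24 h compound exposure at 37°C, 5% CO2 | Measured by: Fluorescence imaging of beta-catenin antibody stain plus DAPI | Read-out basis: % activation of per-cell nuclear versus cytoplasmic median beta-catenin signal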
MT stabilize HCS: microtubule stabilizers in HeLa cells. HeLa tubulin immunostaining HCS, 24 h; share of cells brighter than vehicle mean+2SD. % tubulin-high responders, % at 10 µM. hit rate 0.83% among 200,000;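 active means plate Z-score above 3 for both tubulin-high and condensed-nucleus cell shares, with cell loss under 80%, at 10 µM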;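 further: anti alpha tubulin signal scored within the nucleus-defined area of each cell; some results filed as inactive read as strong as hits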
Insulin prom up: MIN6 insulin promoter up-regulation | MIN6 insulin promoter-GFP reporter, high-content imaging; active compounds read high | z-score at 5 µM | hit rate 0.3% among 190,000 | AID 1625;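 active means z-score above 3 at 5 µM with at least 500 cells counted in the well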
Autophagy mod: autophagy modulation, high-content screen; hit rate 0.98% among 190,000; MEF GFP-LC3 puncta imaging; test concentration mostly 10 µM; AID 463193; calls only at 10 µM (by protocol);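 active means percentage of spot-positive cells more than 3 SD above its plate mean, without a fluorescence outlier flag or 80% toxicity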;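 further: spot-positive cell cutoff set from DMSO-treated cells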
K1F lysis inhibition: protection from phage-mediated lysis, alamar blue read-out – E. coli UTI89, K1F phage, bacterial capsule biogenesis inhibitors (AID 488966). E. coli UTI89 K1F phage lysis, alamar blue, 2 h; higher % means a stronger effect. one-dose inhibition, % at 100 µM; IC50 in µM for titrated hits. hit rate 0.02% among 340,000;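 active means phage lysis inhibition, versus mean bacterial control, above a set limit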;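 further: capsule biogenesis inhibitors block K1F phage lysis so surviving cells raise fluorescence; higher fluorescence means more inhibition of phage lysis; actives were called in the ten point dose series up to 300 µM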
M17LAP inhibition: P. falciparum M17LAP inhibitors, primary screen, biochemical, fluorogenic H-Leu-NHMec substrate, 1536-well (AID 1619); hit rate 0.38% among 220,000; recombinant M17LAP, H-Leu-NHMec fluorogenic kinetic assay; higher % means a stronger effect; one-dose inhibition, % at 30 µM; IC50 in µM for titrated hits;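 active means compound inhibiting the enzyme by more than half at any dose during confirmatory dose-response retesting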;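 further: plate controls were full reaction with DMSO carrier for no effect and no enzyme background for full effect; strong numbers were not always called active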
P. falciparum M1AAP: malaria alanyl aminopeptidase activity blockers – biochemical, fluorogenic H-Leu-NHMec substrate, 1536-well (AID 1445) | recombinant M1AAP, H-Leu-NHMec fluorogenic kinetic assay; higher % means a stronger effect | inhibition, % at 30 µM, or IC50 in µM where a hit was titrated | hit rate 0.42% among 220,000;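 active means primary inhibition above the hit cutoff, then over 50% inhibition at one or more dose response concentrations, cut at about 23% in these data, passing the limit was not always enough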;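 further: plate controls were DMSO full reaction for no effect and no enzyme background for full effect; strong numbers were not always called active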
Dynein cargo inh cytoplasmic EGFP: recorded beside Dynein cargo inh, whose call it bears; z-score; measured here: cytoplasmic GR-EGFP intensity; active compounds read high
Dynein cargo inh nuclear GR-EGFP: also measured in Dynein cargo inh; calls as there; z-score; measured here: nuclear GR-EGFP intensity;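 lower value marks the stronger effect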
Dynein cargo inh cell count: recorded beside Dynein cargo inh, whose call it bears; z-score; measured here: cell count per field
Insulin prom up cell count: further read-out of Insulin prom up, marked with its call; cell count; measured here: cytotoxicity, nuclei count;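 total cells summed across four imaged fields per well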
b-catenin transl cell count 5 µM: further read-out of b-catenin transl, marked with its call; cell count; measured here: cell count, cytotoxicity flag
MT stabilize HCS Hoechst-high %: recorded beside MT stabilize HCS, whose call it bears; % Hoechst-high responders; measured here: nuclear condensation Hoechst responders;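 share of cells brighter than vehicle mean plus two SD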
MT stabilize HCS cytotoxicity %: further read-out of MT stabilize HCS, marked with its call; toxicity, %; measured here: cytotoxicity by cell density;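 0% = mean cell density of plate MIN control wells and 100% = no cells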
Autophagy mod cell loss 18 h: further read-out of Autophagy mod, marked with its call; toxicity, %; measured here: cell loss, nuclei count;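 cell loss after 18 h compound exposure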
Numbers without * were called inactive; i = inactive; / = not tested or not shown; [ ] = remark or other dose.

SMILES	CSM14.1 death rescue	Dynein cargo inh	Dynein cargo inh cytoplasmic EGFP	Dynein cargo inh nuclear GR-EGFP	Dynein cargo inh cell count	b-catenin transl	b-catenin transl cell count 5 µM	MT stabilize HCS	MT stabilize HCS Hoechst-high %	MT stabilize HCS cytotoxicity %	Insulin prom up	Insulin prom up cell count	Autophagy mod	Autophagy mod cell loss 18 h	K1F lysis inhibition	M17LAP inhibition	P. falciparum M1AAP
Cn1cc(C(=O)c2ccc(Cl)cc2Cl)cc1C(=O)N/N=C(\N)COc1cccc(C(F)(F)F)c1	-3.5%	-0.91	0.12	-0.28	0.81	-0.6	1186	3.2	0.7	8.2	0.1	785	i	-12	-0.3%	-5%	-17%
Cc1cccc(NC(=O)c2ccc(OCC(=O)NCc3ccccc3)cc2)c1C	-2.0%	-1.2	-0.22	0.11	1.5	-0.2	1365	4.0	1.6	6.4	-0.16	1663	i	19	6.3%	14%	1%
N#Cc1c(C(F)(F)F)cc(-c2cccs2)nc1SCC(=O)O	/	0.096	-0.047	-0.18	0.039	-3.7	1101	/	/	/	0.58	1400	/	/	-0.3%	3%	2%
CC1(C)C(c2ccccc2)=NC(c2ccc(Br)cc2)N1O (stereo unspecified)	-1.9%	-0.57	-0.3	-0.075	0.89	-0.2	1062	2.1	1.5	6.9	0.34	1410	i	-5	i	12%	9%
CNC(=O)CNC(=O)Nc1ccc(Cl)c(Cl)c1	-0.4%	-1.1	-0.28	-0.46	1.2	-0.3	1551	2.3	1.4	2.1	-0.83	1473	i	-32	-1.3%	-1%	-3%
Cc1cc(C)nc(N/N=C/c2cc3c(cc2[N+](=O)[O-])OCO3)n1	-0.8%	-0.18	-0.2	-0.18	-0.46	-1.5	1132	4.0	2.5	3.2	-1.1	1244	i	10	-0.1%	16%	11%
COc1ccc(S(=O)(=O)Nc2ccc3cn[nH]c3c2)cc1C	2.2%	1.1	-0.35	0.37	-1.3	1.8	1046	5.9	1.6	4.0	0.88	1219	i	9	-4.1%	6%	1%
O=C(c1ccncc1)c1ccc(NC(=O)c2cccs2)cc1	-1.1%	-0.87	-0.37	-0.4	1.7	-0.4	1049	2.5	1.1	3.0	/	/	i	0	0.3%	13%	-3%
COc1ccc(S(=O)(=O)N(C)CC(=O)NCc2cccnc2)cc1OC	-0.9%	2.6	0.5	2.5	-2.3	3.0	1140	1.0	1.0	11	-0.67	933	i	-10	0.3%	1%	2%
N#Cc1ccc(-c2ccc3c(c2)OCO3)nc1SCC(=O)OCc1ccccc1	9.7%	0.94	0.0011	0.53	-0.17	-4.8	1251	1.4	1.2	10	-0.17	923	i	0	0.0%	-9%	4%
CC1(C)CC(=O)C(C(C2=C(O)CC(C)(C)CC2=O)c2cccs2)C(=O)C1 (stereo unspecified)	-2.0%	0.29	-0.19	0.11	-0.42	3.6	1370	1.0	1.5	8.4	0.45	1553	i	-2	-0.3%	13%	4%
CCn1c(SCC(=O)NC2CCCCC2C)nnc1-c1ccc(OC)cc1 (stereo unspecified)	-1.3%	-0.074	-0.037	0.35	0.28	-3.3	798	4.1	1.6	13	-0.09	1075	i	9	-0.3%	17%	4%
COc1ccc(Cl)cc1N/C(N)=N/c1nc(CSc2ccc(C)cc2)cc(=O)[nH]1	-1.5%	0.7	-0.24	0.22	0.93	-8.3	984	3.5	3.3	1.0	/	/	i	19	-0.2%	10%	-5%
Cc1ccc(-c2csc3ncnc(SCC(N)=O)c23)cc1	2.4%	0.69	-0.25	0.77	-0.42	-0.2	1520	3.3	1.9	7.0	-0.74	1396	i	4	-0.4%	6%	15%
CC1CCN(C(=O)c2cc3nc(C4CC4)cc(C(F)(F)F)n3n2)CC1	-0.6%	-0.63	-0.26	-0.78	-0.3	1.4	909	2.0	1.3	2.7	/	/	i	8	0.2%	12%	1%
O=C(c1cc([N+](=O)[O-])cc([N+](=O)[O-])c1)N(c1ccccn1)c1ccccn1	-1.3%	0.14	-0.18	-0.1	0.28	-0.5	1145	6.4	2.6	6.7	-0.05	1422	i	26	2.4%[50 µM]	3%	1%
NC(=O)NCc1cccc(Cl)c1	-1.1%	-0.25	-0.21	-0.31	0.93	0.8	1433	1.5	0.8	8.9	0.52	1552	i	-3	3.6%	2%	0%
CC1(C)CC(=O)C2=C(C1)N(Cc1ccc(F)cc1)C(=O)C2(NC(=O)c1cccnc1)C(F)(F)F (stereo unspecified)	4.2%	-0.15	-0.17	-0.27	1.1	0.6	1015	3.0	1.9	5.9	/	/	i	-35	0.0%	-1%	-3%
CCCS(=O)(=O)N1CCN(C(=O)c2cccc(OC)c2)CC1	-1.3%	1.7	-0.38	0.7	-0.56	-3.2	1107	2.2	1.9	8.2	0.32	1074	i	5	0.2%	-13%	0%
CCCCOc1ccccc1N	-0.5%	0.64	-0.18	-0.62	0.53	2.0	1401	2.2	1.7	9.9	-0.09	1566	i	2	4.7%	1%	7%
Cc1nnsc1C(=O)NNc1ccc(C(C)C)cc1	/	-0.015	-0.24	-0.13	0.22	-0.4	1119	/	/	/	-0.42	1337	/	/	0.7%	-3%	4%
O=c1[nH]n2c(=O)c3c([nH]c2c1N=Nc1cccc(C(F)(F)F)c1)CCCC3	-0.3%	-0.029	-0.096	0.4	-0.45	2.3	577	2.1	1.9	5.1	/	/	i	-9	-0.3%	13%	13%
O=c1cc(CO)occ1OCc1c(F)cccc1Cl	-0.3%	0.28	-0.33	0.13	-0.94	-3.1	1032	1.9	1.3	4.7	-0.18	1650	i	-2	-0.1%	0%	2%
NC(=O)COC(=O)c1ccccc1OCc1ccccc1Cl	15%	0.6	-0.28	0.51	0.038	-3.7	1141	3.8	2.5	5.8	0.05	1289	i	-1	0.3%	22%	0%
Cc1ccc(NC(=O)c2cc(NC(=O)c3ccco3)ccc2N2CCCCC2)cc1	-1.7%	-0.11	-0.088	0.44	-1.3	1.2	661	5.7	3.5	6.3	-0.03	1067	i	-4	0.0%	-6%	-3%
CCOC(=O)CC(=O)CSc1ccc2nnc(-c3ccc(F)cc3)n2n1	-0.5%	0.86	-0.26	0.61	-0.72	-3.6	920	5.9	3.1	5.2	0.4	1481	i	-1	-0.3%	-2%	11%
Cc1cc(N2C(=O)[C@@H]3[C@H](C2=O)[C@@H]2C[C@H]3C(Br)C2Br)no1 (stereo partly specified)	/	-0.013	-0.062	-0.02	0.3	-2.2	1237	/	/	/	0.23	1434	/	/	-1.9%	-3%	0%
CCCCCn1cnc2c(=S)nc(N)[nH]c21	/	0.98	-0.19	1.2	-0.36	-1.3	1294	/	/	/	0.2	895	/	/	0.2%	0%	-12%
NC(=O)N/N=C/c1cccc(OCc2ccc(F)cc2)c1	-6.7%	2	0.069	1.6	-2	-1.5	1121	2.1	2.7	3.8	0.28	1242	i	0	-0.1%	-15%	-2%
O=C(NCc1ccc(F)cc1)c1ccc(S(=O)(=O)Nc2cccc(C(F)(F)F)c2)cc1	0.0%	0.77	-0.27	0.095	-0.63	-1.4	934	2.3	1.6	3.5	0.21	1253	i	4	-1.4%	10%	-4%
Cc1c(Cl)cccc1NC(=S)NCCc1ccc(S(N)(=O)=O)cc1	1.5%	-1.4	-0.24	-0.39	0.6	/	/	4.1	3.6	9.8	-0.14	1426	i	7	0.4%	-1%	3%
Cc1ccc(S(=O)(=O)N(Cc2ccc(Cl)cc2)c2ccccc2C(=O)NCc2ccco2)cc1	4.7%	1	0.025	0.87	-1.2	0.2	1140	4.2	7.0	1.1	-1.3	1324	i	17	-0.2%[50 µM]	3%	11%
CCC(=O)NCCc1nc2ccccc2n1CC(=O)c1ccccc1	-1.6%	0.19	-0.069	1.1	-0.58	-0.2	587	3.3	2.8	1.2	1.4	1316	i	-9	-0.9%	-6%	6%
CC(=O)C1=C(C)OC(N)=C(C#N)C1c1ccco1 (stereo unspecified)	1.2%	0.74	-0.18	0.63	-0.72	0.1	1169	1.9	1.2	7.3	-0.2	1193	i	-3	-0.4%	-4%	4%
NNC(=O)c1cc(-c2ccccc2)sc1N	/	0.62	-0.28	0.23	0.1	-1.6	1330	/	/	/	-0.41	1375	/	/	1.1%	8%	3%
Cc1ccc(Nc2nc(N)c([N+](=O)[O-])c(N3CCOCC3)n2)cc1	6.2%	0.2	-0.27	-0.0037	0.47	-1.0	1051	3.3	2.0	7.3	0.9	1412	i	5	6.2%	-1%	3%
O=C(CN1C(=O)c2ccccc2C1=O)Nc1nccs1	/	-0.18	-0.23	-0.009	0.79	0.4	1326	/	/	/	/	/	/	/	0.8%	-8%	2%
CC(O)Cc1cn([C@@H](CCCCN)C(=O)N2CCNCC2)nn1 (stereo partly specified)	1.5%	0.2	-0.25	0.42	-0.18	0.4	1125	0.9	1.2	2.1	0.39	1352	i	-63	-1.2%	-3%	0%
O=C(CSc1ncccn1)NCc1ccccc1	-0.6%	-0.18	0.25	0.68	0.22	-2.8	1101	2.2	3.3	15	-0.97	1841	i	-7	0.8%	0%	3%
